# OXTR potentiate: human OXTR potentiation | P30559 | AID 2445 | CHO-OTR cells, Fluo-8 calcium fluorescence, potentiator mode; 0% = oxytocin EC15, 100% = EC100 | 320,000 compounds, 0.061% hits | activation, % at 3 µM;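 active = activation above that plate's cutoff, the mean activation of tested compounds plus 3 SD, cut at about 6.6% in these data, passing the limit was not always enough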;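 note: 100% uses oxytocin at 75 nM as the full agonist control; some results filed as inactive read as strong as hits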
#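 System: human OTR in CHO cells; Also added: sub-maximal oxytocin, roughly EC15; Timing: compound 6 min at room temperature before oxytocin, 100 s read; Technique: Fluo-8 intracellular calcium fluorescence, ex 470-495, em 515-575 nm; Controls: oxytocin EC15 low and EC100 high; Replication: singlicate.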
# CHO-K1 Ca antag: M1 antagonist counterscreen hit in parental CHO-K1 cells; ATP-induced calcium, Fluo-8 fluorescence; inhibition, % at 3 µM; 360,000 compounds, 0.6% hits; AID 602250;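 active = inhibition above a per-plate cutoff, the plate's mean sample inhibition plus 3 SD, cut at about 24% in these data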;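 note: 0% = DMSO plus EC80 ATP and 100% = DMSO alone without ATP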
# M1 ag: activates human CHRM1 receptor; P11229; CHO-K1 hM1, Fluo-8 calcium fluorescence, agonist mode; 0% DMSO, 100% acetylcholine EC100; activation, % at 3 µM; 360,000 compounds, 0.33% hits; AID 588814;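 active = activation above the run's mean compound activation plus 3 SD, cut at about 16% in these data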;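 note: peak over basal fluorescence ratio within a 140 s kinetic read after compound addition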
# Target sequence (P11229 whole entry, looked up): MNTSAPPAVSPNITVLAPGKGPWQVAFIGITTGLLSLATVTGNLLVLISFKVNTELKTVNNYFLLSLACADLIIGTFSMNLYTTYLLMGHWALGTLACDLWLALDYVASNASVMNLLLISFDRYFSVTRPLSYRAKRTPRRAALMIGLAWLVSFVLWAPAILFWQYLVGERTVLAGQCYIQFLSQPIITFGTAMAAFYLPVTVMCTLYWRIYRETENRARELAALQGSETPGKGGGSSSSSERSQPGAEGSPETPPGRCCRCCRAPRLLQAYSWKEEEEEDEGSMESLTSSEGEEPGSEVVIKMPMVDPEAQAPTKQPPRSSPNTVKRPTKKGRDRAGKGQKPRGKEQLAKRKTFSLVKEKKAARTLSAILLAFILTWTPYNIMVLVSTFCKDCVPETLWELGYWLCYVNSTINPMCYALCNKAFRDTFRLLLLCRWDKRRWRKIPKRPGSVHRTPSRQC
# M1 ag parental: M1 agonist counterscreen hit in parental CHO-K1 cells | Fluo-8 calcium fluorescence; scaled to maximal ATP response, vehicle zero | activation, % at 3 µM | 360,000 compounds, 0.48% hits | AID 602248; in the data active = activation above about 15%;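 note: untransfected CHO-K1 host cells lacking M1 receptor as counterscreen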
# M1 PAM: positive allosteric modulators of human M1 muscarinic receptor; CHO-K1 hM1, Fluo-8 calcium fluorescence, ACh EC20; 0% = ACh EC20, 100% = maximal ACh; activation, % at 3 µM; 360,000 compounds, 0.088% hits; AID 588819; in the data active = activation above about 19%, passing the limit was not always enough
# M4 antag: blocks acetylcholine activation of human M4 receptor | P08173 | CHO-hM4 cells, ACh EC80, Fluo-8 calcium fluorescence | inhibition, % at 3 µM | 360,000 compounds, 0.73% hits | AID 624125;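 active = inhibition above its plate's cutoff, the mean inhibition of sample wells plus 3 SD, cut at about 27% in these data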;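 note: 0% = acetylcholine EC80 with DMSO and 100% = DMSO without agonist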
# Target sequence (P08173 whole entry, looked up): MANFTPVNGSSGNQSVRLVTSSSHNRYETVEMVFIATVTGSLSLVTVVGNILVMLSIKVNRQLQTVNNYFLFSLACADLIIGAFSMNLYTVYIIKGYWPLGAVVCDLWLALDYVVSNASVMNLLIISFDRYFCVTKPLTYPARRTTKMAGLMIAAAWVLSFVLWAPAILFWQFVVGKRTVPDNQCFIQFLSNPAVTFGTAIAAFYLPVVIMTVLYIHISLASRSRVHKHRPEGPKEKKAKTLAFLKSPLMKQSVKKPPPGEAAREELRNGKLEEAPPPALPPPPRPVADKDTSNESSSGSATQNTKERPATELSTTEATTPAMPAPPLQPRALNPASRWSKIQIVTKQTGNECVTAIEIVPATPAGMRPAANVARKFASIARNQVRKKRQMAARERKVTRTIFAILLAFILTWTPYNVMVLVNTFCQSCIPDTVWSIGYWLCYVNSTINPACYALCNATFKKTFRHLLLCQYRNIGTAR
# CHRM4 agonist: agonists of human muscarinic M4 receptor (CHRM4). P08173. CHO-K1 hM4/Gqi5, Fluo-8 calcium fluorescence; vehicle 0%, full acetylcholine response 100%. activation, % at 3 µM. 360,000 compounds, 0.14% hits;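 active = activation above the run mean over all test wells plus 3 SD, cut at about 32% in these data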;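 note: peak over basal fluorescence ratio per well then scaled between controls; 0% = DMSO wells and 100% = acetylcholine at EC100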
# CHO parental Ca: signal in parental CHO cells, OX1R antagonist counter-screen. parental CHO-K1, ATP-induced calcium, Fluo-8 fluorescence. inhibition, % at 5.6 µM. 330,000 compounds, 0.63% hits. AID 463079;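 active = inhibition above that plate's mean sample inhibition plus 3 SD, cut at about 26% in these data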;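 note: 0% = ATP-challenged DMSO wells and 100% = DMSO wells without ATP; some compounds past the cut are filed as inactive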
#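 Assay system: parental CHO cells; Read-out basis: percent inhibition of ATP-evoked calcium rise, normalized to controls; Benchmarks: ATP and no-ATP DMSO wells; Compound dosing: single nominal dose of 5.6 µM per compound; Signal: Fluo-8 calcium dye fluorescence; Also added: ATP as calcium-mobilizing challenge; Repeats: singlicate.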
# CHRM1 antagonist: human CHRM1 antagonism; P11229; CHO-K1 hM1, Fluo-8 calcium fluorescence, ACh EC80 antagonist; inhibition, % at 3 µM; 360,000 compounds, 1.3% hits;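 active = percent inhibition above its own plate's cutoff, namely the mean of that plate's compound wells plus 3 SD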;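 note: peak over basal fluorescence ratio during 140 s after agonist addition; 0% = ACh EC80 plus DMSO and 100% = DMSO alone without agonist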
# * = called active by the depositor; · = no result given. Compounds were not picked by outcome; 2.9% or so of the library scored in one or more.
compound	CHO parental Ca	M1 ag parental	M4 antag	OXTR potentiate	CHRM4 agonist	M1 ag	CHRM1 antagonist	M1 PAM	CHO-K1 Ca antag
COC(=O)c1cc(NC(=O)CC2SCCNC2=O)cc(C(=O)OC)c1 (stereo not given)	-7	0.3	-8	-5	0	-1	-20	9	1
O=C(c1ccco1)N1CCN(C(=S)Nc2ccc(F)c(Cl)c2)CC1	-2	3.5	1	-3	8	4	-1	1	-7
Cc1cc(NC(=O)c2cc(C(C)C)on2)nn1Cc1ccc(Cl)cc1	-12	0.4	0	-7	1	-9	0	-5	-6
Cn1c(NC(=O)c2ccc3c(c2)OCO3)cc(=O)n(C)c1=O	6	-0.2	-5	-6	1	0	0	3	-4
NC(=O)C1CCN(C2CC(=O)N(Cc3cccs3)C2=O)CC1 (stereo not given)	-14	0.7	-7	-4	3	-4	-4	4	-17
O=C(N/N=C/c1cccc2ccccc12)c1cccc(F)c1	-8	2.1	-1	-12	4	-2	15	-1	-3
CCN1CCN(C(c2cccs2)C(C)NC(=O)C(C)C)CC1 (stereo not given)	-7	4.3	-8	-3	9	-4	11	-6	-6
CCCCNC(=O)C1CCN(S(=O)(=O)N2CCCCCC2)CC1	3	0.9	-12	-3	1	-7	-12	8	-11
O=C(c1cnn(C(=O)c2cccc(S(=O)(=O)N3CCOCC3)c2)c1)c1ccccc1O	1	8.1	-6	-13	0	-4	1	9	-1
COc1ccc(-c2c(C(C)=O)c(C)nc3sc4c(=N)n(N)cnc4c23)cc1	-24	0.1	3	-6	1	-10	-6	0	-2
Cc1cc(SCC(=O)Nc2ccc3[nH]c(=O)[nH]c3c2)nc2ccccc12	-1	0.6	-8	-7	0	-1	-4	0	-7
Cc1ccc(CNC(C)(C)CO)cc1	-6	-0.1	0	-3	0	-7	-6	7	8
Cc1occc1C(=O)NC(C)c1ccc2c(c1)OCO2 (stereo not given)	0	-0.2	-9	-2	1	-2	2	-1	-13
COc1cccc(-n2c(SCC(=O)N3CCOCC3)nnc2-c2c[nH]c3ccccc23)c1	-9	0.2	-5	2	0	6	-13	16	-6
Cc1nc2ccc(Cl)cc2nc(C)/c1=N\O	-22	0.7	-12	-8	1	-4	5	4	-4
Cn1ccnc1SCc1ccc([N+](=O)[O-])cc1	-3	0.1	-5	-3	0	-11	0	6	-22
O=C(/C=C/c1c(F)cccc1Cl)Nc1nc2ccccc2[nH]1	-11	0.1	-2	-9	1	-3	-3	0	0
CN(CC(=O)Nc1ccccc1Br)Cc1nc2ccccc2c(=O)[nH]1	-6	1.0	1	-8	4	-1	-11	3	-8
CN(C)/N=C/c1ccc(OC(=O)c2cccc([N+](=O)[O-])c2)cc1	-10	0.7	-3	-7	3	-6	4	6	-13
CNc1nc(-c2ccc3c(c2)CCN3C(=O)c2ccccc2F)cs1	·	0.8	3	·	1	-14	-1	-3	-2
O=C(Oc1ccc(Br)cc1C(=S)N1CCOCC1)c1ccc([N+](=O)[O-])cc1[N+](=O)[O-]	2	0.8	-2	-6	1	-9	-1	2	-12
CCn1nc(C)cc1C(=O)NC1CCCc2c1cnn2-c1ccc(C)c(C)c1 (stereo not given)	9	10	2	-13	10	0	12	-6	0
COc1ccccc1NS(=O)(=O)c1cccc(C(=O)N/N=C/c2ccc(C)o2)c1	-8	1.2	3	-1	4	2	-24	19	-14
CC(NC(=O)c1cc2sccc2n1C)c1ccc2c(c1)OCCO2 (stereo not given)	-24	1.6	6	-8	1	-7	3	2	-12
CN(Cc1ccc(C(F)(F)F)cc1)C(=O)c1ccc2ccccc2n1	-15	1.4	13	-7	1	2	-4	7	0

compound	CHO parental Ca	M1 ag parental	M4 antag	OXTR potentiate	CHRM4 agonist	M1 ag	CHRM1 antagonist	M1 PAM	CHO-K1 Ca antag
Cc1ccc(/C=C/C(=O)O)cc1S(=O)(=O)Nc1ccccc1C(=O)O	5	0.7	2	-7	-1	-5	2	5	1
O=C(N/N=C/c1cn(-c2ccccc2)nc1-c1cc2ccccc2o1)c1cccnc1	-12	0.8	-5	-10	2	-6	-7	5	6
C[C@@H]1CN(c2nc3nonc3nc2N2CCSCC2)C[C@H](C)O1	-15	0.2	1	2	0	-10	-1	1	-5
Cc1ccc(CSCC(=O)Nc2cc(S(=O)(=O)N3CCOCC3)ccc2OCC(F)(F)F)cc1	·	0.1	-2	·	3	-7	-1	1	-8
CC(C)(C)OC(=O)N1CCCC1C(=O)N1CCc2ccccc21 (stereo not given)	-17	0.0	-3	8	0	-4	-3	0	3
O=S(=O)(NCc1ccccc1Cl)c1cccs1	-6	0.6	7	-5	0	-7	5	-6	-4
O=C(NCCC1=CCCCC1)c1cc2ccccc2oc1=O	-19	-0.2	-2	-13	1	-2	-13	10	-6
CCc1ccc2c(c1)C(O)(CC(=O)c1cccs1)C(=O)N2 (stereo not given)	-8	1.5	-9	-8	3	-3	-4	4	-7
COc1ccc(NC(=O)C2(C)CCN2C(=O)Cc2ccc(Cl)cc2Cl)cc1OC (stereo not given)	·	5.3	-13	·	11	-3	-13	2	1
COC(=O)CN(c1ccc(C)cc1)S(=O)(=O)c1c(C)[nH]c(=O)[nH]c1=O	-7	1.0	2	-3	-1	-6	5	-5	-25
O=S(=O)(Cc1nc2ccccc2s1)c1ccccc1	-24	0.6	-2	-6	1	-2	-15	3	-6
COc1ccc(Cl)cc1NC(=S)N1CCN(c2ncccn2)CC1	-18	5.4	-3	-11	3	-6	6	-5	5
COC(=O)Cc1cc(=O)[nH]c(/N=C(\N)Nc2ccc(C(C)C)cc2)n1	-26	12	4	-25	20	-1	5	-1	-1
CC(=O)c1ccc(S(=O)(=O)NCCC(=O)N2CCN(c3ccccn3)CC2)cc1	-8	1.0	-3	-2	2	-8	12	-7	2
COc1cc(Nc2c3c(nc4ccccc24)CCC3)cc(OC)c1OC	-17	0.8	-7	-6	2	-7	-4	2	-10
CC(Cc1cccs1)NC(=S)Nc1ccccc1 (stereo not given)	-2	1.0	2	-14	1	-9	9	-11	-6
COc1ccc(NC(=O)Nc2ccc(C)cc2Br)c(OC)c1	-1	-0.3	-5	0	0	-7	-2	-3	5
O=C(COC(=O)c1ccc(CNS(=O)(=O)c2ccc(F)c(Cl)c2)cc1)NCC1CCCCC1	-19	-0.2	5	-10	1	-4	19	-12	17
O=C(NCCc1nc2ccccc2[nH]1)/C(=C/c1ccc2c(c1)OCO2)NC(=O)c1ccc(Cl)cc1Cl	-27	2.8	5	-5	7	-9	17	-6	-2
COc1ccc(-c2cc(C(=O)NC3CCCC3)c3ccccc3n2)cc1	-24	3.1	-9	-13	9	-2	-11	10	-9
Cc1ccccc1NC(=O)Cc1nc(COC(=O)CCc2ccccc2)cs1	-28	-0.5	-2	-7	3	-1	4	8	17
O=[N+]([O-])c1ccc2nc(Cl)nc(-c3ccccc3)c2c1	·	6.0	2	·	16	-3	-1	-3	-4
C=CCNC(=S)N1CCN(CCN=Cc2c(C)[nH]n(-c3ccc([N+](=O)[O-])cc3)c2=O)CC1	-26	-0.3	-2	-3	1	-4	-6	2	14
CCN(CC)CCN1C(=O)c2oc3ccccc3c(=O)c2C1c1ccccc1 (stereo not given)	-5	0.5	-6	-2	1	-11	-18	-3	-21
Cc1ccc(S(=O)(=O)N2CCCCC2)cc1NC(=O)C1=NN(c2ccccc2)C(=O)CC1	-7	0.9	-6	-5	4	-4	-3	3	-1

compound	CHO parental Ca	M1 ag parental	M4 antag	OXTR potentiate	CHRM4 agonist	M1 ag	CHRM1 antagonist	M1 PAM	CHO-K1 Ca antag
CC1=C(C(=O)Nc2ccc(F)cc2)C(c2ccc(C)o2)C2=C(CC(C)(C)CC2=O)N1 (stereo not given)	-14	-0.1	-7	-15	1	-2	-9	-4	9
COc1cccc(-c2nnc(SCC(=O)Nc3cc(C)on3)o2)c1	-18	0.1	-7	0	1	-3	-6	6	-10
CCCn1nnc(NC(=O)c2cccc(OCC(C)C)c2)n1	-17	0.8	-3	-3	1	-4	-6	4	-6
CCN(C(=O)Cn1nc(C)c([N+](=O)[O-])c1C)C1CCS(=O)(=O)C1 (stereo not given)	-3	0.0	-8	3	1	3	-22	17	1
O=C(Cc1ccc(Cl)cc1)NNC(=O)C(=O)NC1CCCCC1	-5	0.1	1	-4	0	-2	-17	11	-13
CCOc1ccc(NC(=O)Nc2nnc(CC(=O)NCc3ccccc3)s2)cc1	-12	0.0	-6	-7	2	-2	-15	22	-22
CCCCCn1nc(C)c2c(C)cc(=O)[nH]c21	0	0.2	-5	-9	0	-1	-28	6	1
Cn1c(=O)c2c(ncn2CCCc2ccccc2)n(C)c1=O	-5	0.3	4	-1	0	-2	4	3	5
COc1cc2c(cc1NC(=O)c1ccc3c(c1)OCO3)oc1ccccc12	-3	-0.2	-1	0	0	-6	-6	-1	-9
CC(=O)Oc1cc(OC(C)=O)c2c(=O)c(-c3ccc4c(c3)OCCCO4)c(C)oc2c1	0	1.1	-11	2	0	-2	-4	3	-6
Cc1ccc(NC(=O)NCC2CCN(Cc3cc(C)ccc3Cl)CC2)c(C)c1	-6	0.1	-1	0	2	0	-12	17	4
CCCc1cc(=O)[nH]c(SCC(=O)Nc2cccc3ccccc23)n1	-12	2.2	-8	-8	0	-3	-4	5	-19
Cc1ccc[n+](CC(=O)Nc2cc(C(F)(F)F)ccc2Cl)c1	7	-0.2	1	-6	0	-12	4	-1	-15
COc1ccc(-c2csc(N(CCCN3CCOCC3)C(=O)c3ccco3)n2)cc1	0	3.2	36*	0	16	-3	42*	-9	6
CCOc1ccccc1/C=C(/NC(=O)c1ccccc1)C(=O)NCC(=O)O	-1	-0.3	-19	-7	1	1	-4	8	0
CC(C)[C@H](NC(=O)[C@@H]1CSC2c3ccccc3C(=O)N21)C(=O)NC1CCCCC1 (stereo not given in full)	-1	0.3	-4	-4	0	-1	-4	8	-7
CCOC(=O)C(=N/O)/C(C)=N/NC(=O)C(=O)Nc1ccc(Cl)cc1	30	12	6	-19	13	1	23	-9	13
O=C1CN(C(=O)CCCc2c[nH]c3ccccc23)c2ccccc2N1	-4	3.1	2	-14	6	-2	-5	6	-15
COc1ccc(CNC(=O)C(=O)NCC2OCCN2S(=O)(=O)c2ccc3c(c2)OCCO3)cc1 (stereo not given)	-7	0.9	-12	-4	4	-1	-1	-1	-1
Cc1cc2oc(=O)cc(CN3CCCCC3)c2cc1C(C)C	-5	-0.3	-1	-16	-2	-6	0	4	-7
C=CCn1c(C)cc(C(=O)COc2ccc(S(=O)(=O)N3CCCC3)cc2[N+](=O)[O-])c1C	-25	2.0	6	-1	4	-6	-2	-4	14

# As entered above.
# M4 antag with COc1ccc(CNC(=O)C(=O)NCC2OCCN2S(=O)(=O)c2ccc3c(c2)OCCO3)cc1 (stereo not given) stands at -12
# CHO-K1 Ca antag with CC1=C(C(=O)Nc2ccc(F)cc2)C(c2ccc(C)o2)C2=C(CC(C)(C)CC2=O)N1 (stereo not given) stands at 9
